Source: PubChem
S3 lipid droplet = qHTS Assay for Lipid Storage Modulators in Drosophila S3 Cells | AID 2685 | Drosophila S3 cells, BODIPY lipid droplet fluorescence, 18-24 h; cells fed with added oleic acid | 320,000 compounds, 0.64% hits | Potency in µM for hits, for the others lipid storage change, negative = inhibition, % at the top dose, mostly 46.1 µM; active means well fitted inhibition curve with a large enough effect in the signal ratio, with a control signal flat, not every such curve was filed as active; inconclusive means small, poorly fitted or top-dose-only effect, or effect the other way, or a change in a side signal; the % refers to the signal ratio
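Drosophila S3 cells loaded with oleic acid (400 uM, as added) and compounds at several concentrations; lipid droplets imaged by 488-nm laser-scanning cytometry, 500–530 nm intensity and object ratio to cell channel. Percent activity normalized to 20 uM Triacsin C.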
S3 lipid droplet cell count max = also measured in S3 lipid droplet; calls as there; cell number change, %; measured here: cell count max response;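 cells counted by Cell Tracker Red CMTPX staining in the red channel; peak over a dose series mostly up to 46.1 µM; percent activity relative to internal control wells on each plate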
Numbers without * were called inactive; i = inactive; ? = inconclusive; . = not tested or not shown; [ ] = remark or other dose. On the % scale 0 is the no-effect control and ±100 the full control effect; potency means the concentration at half of the fitted maximal effect. Not all compounds are listed; count on the stated rates, not on these rows.

Second line of a record: S3 lipid droplet | S3 lipid droplet cell count max
- O=C(Oc1ccc(=O)n(-c2ccccc2)n1)c1ccccc1
  7% | -2
- CC(=O)N1CCSc2ccc(S(=O)(=O)Nc3ccc(C)cc3)cc21
  ? | .
- O=C1NC(=S)N/C1=C/c1ccc2c(c1)OCO2
  ? | .
- Cc1c(Cl)cccc1NC(=S)Nn1cnnc1
  ? | .
- CCCCc1nc2cc(C(=O)N(C)CCc3cn[nH]c3)ccc2o1
  -3% | -19
- CC1CCC2(CC1)SCC(=O)N2c1ccc(F)cc1 (stereo not given)
  3% | -3
- COc1cccc(NS(=O)(=O)c2ccc3c(c2)N(C(C)=O)CCO3)c1
  ? | .
- COC(=O)CNC(c1ccccc1Cl)c1cc(Br)ccc1NS(=O)(=O)c1ccc(C)cc1 (stereo not given)
  ? | .
- COc1ccc(Cl)cc1N(CC(=O)Nc1ccccc1C(=O)NCc1ccco1)S(C)(=O)=O
  ? | .
- COC(=O)c1[nH]c2ccc(C)cc2c1NC(=O)CN1CCN(c2ccccc2)CC1
  ? | .
- Cc1cc(C)nc(NC(=NCCc2c[nH]c3ccccc23)NC(=O)Nc2ccccc2)n1
  ? | .
- Clc1ccc(Cc2nn3c(Cn4nnc5ccccc54)nnc3s2)cc1
  ? | .
- COc1cccc(-c2nc(CS(=O)CC(=O)NCc3ccccc3Cl)c(C)o2)c1 (stereo not given)
  ? | .
- O=C(NCCO)c1cc(-c2cc(C(=O)NCCO)c3ccccc3n2)nc2ccccc12
  3% | 6
- O=C(CCn1c(=S)[nH]c2ccccc2c1=O)NCCSCc1ccccc1
  13% | -14
- CN(C)c1ccc(NC(=O)CCCCCn2nnc3ccccc3c2=O)cc1
  13% | 11
- CCC(=O)c1ccc(OCC(=O)N(CC)CC2COc3ccccc3O2)cc1 (stereo not given)
  ? | .
- Cc1nn(Cc2ccc(C(=O)Nc3ccccc3C(F)(F)F)o2)c(C)c1Br
  ? | .
- COc1ccc(NC(=O)CCCN2C(=O)CN(C)C2=O)c(OC)c1
  2% | -14
- Cn1c(N)c(C(=O)COC(=O)/C=C/c2ccc(Cl)cc2)c(=O)n(C)c1=O
  20% | -3
- O=c1[nH]c(SCc2c(Cl)cccc2Cl)nc2ccccc12
  i | -5
- Cc1nn(-c2ccccc2)c(C)c1/C=N/NC(=O)c1cc(-c2cccs2)[nH]n1
  ? | .
- Cc1cc(C)nc(SCC(=O)N/N=C/c2cccc([N+](=O)[O-])c2)n1
  6% | 0
- NC(=O)Cn1cnc2c(nnn2-c2ccc(F)cc2)c1=O
  ? | .
- CCCCc1nnc(NC(=O)C=C(C)C)s1
  4% | 5
- COc1ccc(NC(=O)CN(C)C(=O)Cc2ccsc2)cc1
  -7% | -7
- Cc1ccc(C(=O)C2=C(O)C(=O)N(Cc3cccnc3)C2c2ccc(Br)cc2)o1 (stereo not given)
  22% | 5
- Cc1cc(C)n(-c2nc3ccccc3nc2N2CCN(S(=O)(=O)c3cccc(C#N)c3)CC2)n1
  ? | .
- O=C(NCC1COc2ccccc2O1)C1C2C=CC3(CN(Cc4ccccc4Cl)C(=O)C13)O2 (stereo not given)
  i | .
- CCCCn1c(N)c(N(CCOC)C(=O)COC(=O)C(C)(C)Oc2ccc(Cl)cc2)c(=O)[nH]c1=O
  12% | 11
- CSCCC(C(=O)OC1CCOC1=O)N1C(=O)c2ccccc2C1=O (stereo not given)
  2% | 17
- CCCC(c1nnnn1CCOC)N1CCN(Cc2ccccc2)CC1 (stereo not given)
  0% | 11
- CCOc1ccc(C2C=C(c3ccccc3)Nc3nnnn32)cc1 (stereo not given)
  19% | -14
- COc1ccc(N=C2S/C(=C\c3cc(C)n(C)c3C)C(=O)N2CC(C)C)cc1
  ? | .
- C/C(=N\NC(=O)c1cccc(S(=O)(=O)N2CCCC2)c1)c1ccc(F)cc1
  ? | .
- CS(=O)(=O)NCCC1=CCCCC1
  i | -8
- CCOc1ccccc1OCCCC(=O)NC1=NCCS1
  ? | .
- CCOC(=O)C1CCCN(C(=O)CN2C(=O)c3ccccc3C2=O)C1 (stereo not given)
  7% | 25
- CCc1c(C)nc2c(Br)cccc2c1SCCC#N
  ? | .
- O=C(COC(=O)/C=C/c1ccc(F)cc1)NC1CCS(=O)(=O)C1 (stereo not given)
  -24%[0.0737 µM] | .
- Cc1nn(C)c(C)c1S(=O)(=O)N1CCC(C(=O)NC2CCCCC2)CC1
  0% | 2
- CCOC(=O)N1CCC(NC(=O)c2cccn3c(=O)c4cc(Br)ccc4nc23)CC1
  ? | .
- O=C(Cn1nnc(-c2ccccc2)n1)N=Nc1c(O)[nH]c2ccccc12
  ? | .
- O=NN(CCc1ccncc1)c1ccc(OCc2ccccc2)cc1
  ? | .
- CC(=O)NC(c1cccs1)c1cc([N+](=O)[O-])c2cccnc2c1O (stereo not given)
  ? | .
- C=C1N(C)c2cc([N+](=O)[O-])c(N)cc2C1(C)C
  ? | .
- CC(C)CCn1c(N2CCOCC2)nc2c1c(=O)n(CC(N)=O)c(=O)n2C
  5% | -1
- COc1ccc(-n2nc3c(c2NC(=O)c2ccccc2S(=O)(=O)C(F)F)CS(=O)(=O)C3)cc1
  ? | .
- CC1(C)C[C@@H]1C(=O)N/C(=C\CCCCSC[C@H](N)C(=O)O)C(=O)O
  0% | 1
- Cc1nc2ccc(Br)cn2c1C(=O)N/N=C\c1ccccc1[N+](=O)[O-]
  -6% | -4
- COC(=O)C1(C)NC(c2ccc(O)cc2)C2C(=O)N(c3ccccc3)C(=O)C21 (stereo not given)
  ? | .
- CC(=O)Nc1ccc(S(=O)(=O)N2CCN(S(=O)(=O)N3CCC(C)CC3)CC2)cc1
  ? | .
- COC(=O)c1c(O)cc(C(C)(C)C)n(-c2ccc(F)cc2)c1=O
  ? | .
- CCCCOP(=O)(c1ccc(N(C)C)cc1)C(O)c1ccccc1F (stereo not given)
  ? | .
- Cc1ccc(SCC(=O)NNC(=O)c2ccccc2)c(C)c1
  i | .
- COc1c(Cl)cc(Cl)cc1C(=O)n1nc(C)cc1C
  ? | .
- O=C(CCNC(=O)c1ccccc1Cl)Nc1nc2ccccc2s1
  7% | 10
- CNC(=O)CN(C1CCCCC1)S(=O)(=O)c1ccc(F)cc1
  6% | 7
- Fc1cc(F)cc(NC(=S)N2CCN(c3ncccn3)CC2)c1
  ? | .
- CCc1nnc(NC(=O)CSc2nccn2-c2cccc(C)c2)s1
  1% | 1

(next part)
Second line of a record: S3 lipid droplet | S3 lipid droplet cell count max
- CC1=NN(C(N)=S)C(=O)C1N=Nc1c(C)cc(C)cc1C (stereo not given)
  ? | .
- Cc1nc(C(F)(F)F)ccc1C(=O)Nc1ccccc1F
  -22% | .
- COc1cc(-c2nnc(SCC(=O)NC3CCS(=O)(=O)C3)o2)cc(OC)c1OC (stereo not given)
  ? | .
- Cc1cccc(C)c1NC(=O)CNC(=O)c1ccc(NS(=O)(=O)c2ccc3[nH]c(=O)[nH]c3c2)cc1
  ? | .
- Oc1ccc2ccccc2c1C=NC12CN3CCN(CN(C3)C1)C2
  21% | 16
- CC(=O)C1=C(O)C(=O)OC1c1ccc(C)cc1 (stereo not given)
  6% | -12
- CCOC(=O)C1=C(C)N(C2CCCCC2)C(=O)C1
  ? | .
- COc1ccc(-c2nc3ccccc3s2)cc1O
  ? | .
- CN(C)CCNCc1ccc(OC2CCCC2)cc1
  26% | 25
- CCC(=O)Nc1ccc(-c2nnc(SCc3ccc(C(=O)Nc4nccs4)cc3)n2CC)cc1
  24% | -18
- O=CN1CC(=O)N(c2ccccc2)c2c([nH]c3ccccc23)C1
  1% | -10
- Cc1cnc(NC(=O)c2cc3ccccc3o2)s1
  ? | .
- NS(=O)(=O)c1ccc(Nc2ccc3cc(S(=O)(=O)N4CCCCC4)ccc3n2)cc1
  ? | .
- COc1ccc(CC(=O)NCc2ccc3c(c2)cc(C)n3C)cc1
  ? | .
- COc1ccc(Cl)cc1S(=O)(=O)NCc1nc2nc(C)cc(C)n2n1
  ? | .
- O=C1OCCC/C1=C\c1ccc2c(c1)OCO2
  ? | .
- COc1cc(OC)cc(C(=O)NN2CCOCC2)c1
  ? | .
- O=C(CN1N=C(c2ccccc2)CCC1=O)NCc1cccs1
  ? | .
- Cc1cc(C)nc(SCc2nnc(SCC(=O)Nc3nc(-c4ccccc4)cs3)n2C)n1
  -8% | -9
- Cc1ccc(NC(=O)Cn2c(=O)oc3ccccc32)cc1C
  26% | -6
- CCN1CCN(CCCNC(=O)c2ccc(/C=C3/Sc4ccccc4N(Cc4ccccc4F)C3=O)cc2)CC1
  ? | .
- CCOC(=O)c1ccc(NC(=O)c2cc3ccccc3o2)cc1
  16% | -16
- COc1ccc(-c2noc(C3CCCN(S(=O)(=O)c4cccc(Cl)c4C)C3)n2)cc1OC (stereo not given)
  ? | .
- O=C(NC1CCCCC1)C(c1ccc(F)cc1)N(CCN1CCOCC1)C(=O)c1ccc(-c2ccccc2)[nH]1 (stereo not given)
  -3% | 2
- CCN(C(=O)Cn1c(=O)n(Cc2ccccc2)c(=O)c2ccccc21)c1cccc(C)c1
  ? | .
- CC(=O)NC1CCCN(O)C(=O)/C=C(\C)CCOC(=O)C(NC(C)=O)CCCN(O)C(=O)/C=C(\C)CCOC(=O)C(NC(C)=O)CCCN(O)C(=O)/C=C(\C)CCOC1=O (stereo not given)
  ? | .
- CS(=O)(=O)c1ncc(Cl)c(C(=O)Nc2ccc3ccccc3c2)n1
  ? | .
- CCC(=O)Nc1nc(C)c(C(=O)Nc2cccc(Cl)c2)s1
  ? | .
- O=C(Cc1ccccc1)NCC(=O)OCC(=O)c1ccc(Cl)cc1
  ? | .
- O=C(c1ccc2c(c1)OCCO2)N(c1ccccn1)C1CCCCC1
  ? | .

One compound at a time, as listed above. Values in the order: S3 lipid droplet	S3 lipid droplet cell count max
O=C(CCn1c(=S)[nH]c2ccccc2c1=O)NCCSCc1ccccc1 in the list: 13%	-14
COc1ccc(-n2nc3c(c2NC(=O)c2ccccc2S(=O)(=O)C(F)F)CS(=O)(=O)C3)cc1 in the list: ?	.
Cc1cc(C)nc(NC(=NCCc2c[nH]c3ccccc23)NC(=O)Nc2ccccc2)n1 in the list: ?	.
Cc1cnc(NC(=O)c2cc3ccccc3o2)s1 in the list: ?	.
CC1(C)C[C@@H]1C(=O)N/C(=C\CCCCSC[C@H](N)C(=O)O)C(=O)O in the list: 0%	1

(continued)
Second line of a record: S3 lipid droplet | S3 lipid droplet cell count max
- CCOc1ncccc1C(=O)OCC(=O)Nc1ccc2c(c1)OCO2
  ? | .
- O=C(OCC(=O)N1CCOCC1)c1ccc(Cl)nc1
  ? | .
- O=c1[nH]cnc2sc3c(c12)CCN(Cc1ccccc1)C3
  9% | 15
- CSc1nc2sc3c(c2c2nnnn12)CCC3
  ? | .
- CC(=O)N1CCN(c2ccc(NC(=O)c3ccc4c(c3)OCO4)cc2)CC1
  ? | .
- COc1ccccc1/C=C/C(=O)NC(=S)NC(C)C
  27% | 19
- COc1ccc([N+](=O)[O-])cc1NCc1cccnc1
  1% | 14
- COc1cc2c(cc1OC)C(COc1ccccc1OC)N(C(=O)C(C)C)CC2 (stereo not given)
  ? | .
- CCN(CC)c1ccc(/C=N\N2CCN(Cc3ccc(C)cc3)CC2)cc1
  ? | .
- CC1(C)CCCN(C(=O)N2c3ccccc3Sc3ccccc32)C1
  -9% | 5
- CC1(C)Cc2c(sc3nc(=S)[nH]c(N)c23)CO1
  ? | .
- CCCCCCCC(=O)NNC(=O)c1ccc(F)cc1
  11% | -5
- OCCNc1nc2ccccc2n1CCN1CCCCC1
  ? | .
- Cc1cc2nc(SCC(=O)Nc3nonc3C)c3c(c2cc1C)CCCC3
  14% | 0
- Cc1cc(C2C(=O)c3ccccc3C2=O)c(C)c(C)c1C
  ? | .
- C=CCNC(=S)NC(=O)c1csc([N+](=O)[O-])c1
  7% | 8
- CSc1ccccc1N=Cc1nc(-c2ccccc2)oc1O
  10% | .
- O=C(NCc1ccccn1)c1cc(Br)ccc1Cl
  -6% | -1
- COc1ccc(C2CC(c3ccccc3)=NN2C(=O)COC(=O)c2cccc(S(=O)(=O)N3CCOCC3)c2)cc1 (stereo not given)
  14% | 16
- COc1cc(-c2cc(=O)c3c(O)cc(O)cc3o2)ccc1O
  -12% | -5
- COc1ccc(NC(=O)CN2CCN(CC(=O)Nc3ccccc3Cl)CC2)cc1Cl
  -11% | 0
- Cc1noc(C)c1S(=O)(=O)NC1CCCc2ccccc21 (stereo not given)
  -8% | 4
- Cc1ccc(NC(=O)CC(O)(C(F)(F)F)C(F)(F)F)cc1
  ? | .
- COc1ccccc1-c1cc(C(=O)N2CCOCC2)no1
  ? | .
- COc1cc(C)cc(CN2CCC(Cc3ccccc3)CC2)c1O
  6% | 18
- C#CCOn1c(-n2nc(C)cc2C)nc2ccccc2c1=O
  12% | -4
- C=C(C)C1CC=C(C)/C(=N/NC(=O)COc2ccccc2C)C1 (stereo not given)
  ? | .
- Cc1cc(S(=O)(=O)NCC(C)C)ccc1OCC(=O)NCc1ccccn1
  ? | .
- Cc1ccc2c(c1)c(C)c(C)n2CC(O)Cn1nnc2ccccc21 (stereo not given)
  ? | .
- Cc1cc(C)c(NC(=O)CCCCCNC2CCCCC2)c(C)c1
  i | 23
- Cc1c(C(=O)Nc2ccccc2F)sc2nc3n(c(=O)c12)CCC3
  ? | .

Three compounds from above, sorted by their value in S3 lipid droplet cell count max, high to low.
SMILES	S3 lipid droplet cell count max
COc1ccc(C2CC(c3ccccc3)=NN2C(=O)COC(=O)c2cccc(S(=O)(=O)N3CCOCC3)c2)cc1 (stereo not given)	16
O=C(NCc1ccccn1)c1cc(Br)ccc1Cl	-1
C#CCOn1c(-n2nc(C)cc2C)nc2ccccc2c1=O	-4
